Screening results: PubChem BioAssay, The Scripps Research Institute Molecular Screening Center
PRMT1 inh = inhibitors of human PRMT1; Q99873; recombinant PRMT1, activity-based probe fluorescence polarization; inhibition, % at 2.79 µM; 1.3% of 370,000 active; AID 652257;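 active = inhibition above about 21% made by adding two undisclosed values, limit read from the data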
DDE Tn7 FP inh = disrupts Tn7 cyclic peptide binding to fibrin D-Dimer-E complex | P02675 | FP displacement of FITC-Tn7 peptide from fibrin DD(E); 0% = median of compound wells per plate | inhibition, % at 8.3 µM | 0.13% of 370,000 active | AID 720508;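 active = inhibition above the mean of compounds falling within the control limits plus 3 SD of them, cut at about 14% in these data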;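 also: 0% = plate median of compound wells and 100% = 10 µM Aha-Tn7 peptide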
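Assay system: Human clot-derived fibrin DD(E) complex | Buffer or medium: Tris/NaCl/CaCl2 buffer, pH 7.8 | Repeats: One replicate per compound | Benchmarks: Aha-Tn7 high control | Measure: % inhibition scaled between sample-field median and high-control FP | Schedule: 10 min plus 3 h, room temperature | Signal: Fluorescence polarization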
TCR CD3 inh = inhibitors of human TCR-CD3 interaction; TAMRA-labeled TCR probe fluorescence, biochemical; inhibition, % at 9.4 µM; 0.37% of 360,000 active; in the data active = inhibition above about 19%;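 also: recombinant mutant TCR 2C K166C tagged with TAMRA read by polarization; 0% = receptor in buffer alone and 100% = receptor with positive control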
SIAE inh = human SIAE inhibition, primary screen; Q9HAT2; SIAE FP-Rh probe binding, fluorescence polarization; inhibition, % at 9.66 µM; 0.69% of 370,000 active; AID 1053197;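 active = inhibition above a cutoff: mean of compounds within the control limits plus 3 SD of those, cut at about 17% in these data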;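 also: 0% = plate median of compound wells and 100% = probe without SIAE protein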
Target sequence (Q9HAT2 whole entry, looked up): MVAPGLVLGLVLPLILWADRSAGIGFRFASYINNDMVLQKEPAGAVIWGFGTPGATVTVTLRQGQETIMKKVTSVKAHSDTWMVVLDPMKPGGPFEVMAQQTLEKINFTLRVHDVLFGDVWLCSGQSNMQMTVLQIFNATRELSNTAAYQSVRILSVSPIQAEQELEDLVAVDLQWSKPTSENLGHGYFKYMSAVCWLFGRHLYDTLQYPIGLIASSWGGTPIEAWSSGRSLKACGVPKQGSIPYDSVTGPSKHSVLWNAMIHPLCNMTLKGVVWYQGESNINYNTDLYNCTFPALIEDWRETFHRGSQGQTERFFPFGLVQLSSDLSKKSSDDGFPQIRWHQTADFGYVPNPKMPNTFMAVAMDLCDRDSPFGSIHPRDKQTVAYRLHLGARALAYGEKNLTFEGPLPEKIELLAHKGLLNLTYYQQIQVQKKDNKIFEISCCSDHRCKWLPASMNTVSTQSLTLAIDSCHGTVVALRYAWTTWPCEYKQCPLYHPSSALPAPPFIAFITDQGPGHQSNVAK
TDP2 absorb = blocks human TDP2 phosphodiesterase activity; recombinant TDP2, T5PNP hydrolysis, p-nitrophenol absorbance 415 nm; inhibition, % at 12.8 µM; 0.34% of 370,000 active;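 active = inhibition above the mean of all tested compounds plus 3 SD, set per campaign, cut at about 25% in these data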;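 also: 0% = DMSO with enzyme and 100% = buffer with substrate but no TDP2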
Target sequence (O95551 whole entry, looked up): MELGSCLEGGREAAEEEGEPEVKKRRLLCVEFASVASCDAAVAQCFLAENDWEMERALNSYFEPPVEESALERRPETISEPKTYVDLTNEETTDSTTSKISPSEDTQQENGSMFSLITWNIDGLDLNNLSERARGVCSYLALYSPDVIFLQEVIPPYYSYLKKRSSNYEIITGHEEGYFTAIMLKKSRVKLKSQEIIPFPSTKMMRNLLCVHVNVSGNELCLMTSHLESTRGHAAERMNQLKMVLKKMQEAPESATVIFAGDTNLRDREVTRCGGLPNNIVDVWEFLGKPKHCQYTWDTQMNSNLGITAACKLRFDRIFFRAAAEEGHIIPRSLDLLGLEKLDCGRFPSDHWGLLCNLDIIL
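Incubation: 2 h at 37 °C; Test system: recombinant human TDP2; Quantity: enzyme 120 nM; Read-out basis: percent inhibition; Medium: 50 mM Tris-HCl pH 7.5 with Mg2+, KCl, DTT, BSA; Repeats: single replicate; Compound: 12.8 µM single point, 1% DMSO; Signal: epi absorbance; Reagent: 5 mM T5PNP chromogenic substrate; Benchmarks: no-enzyme high, DMSO-plus-enzyme low.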
HTRA1 inh = inhibitors of human serine peptidase HTRA1. Q92743. recombinant HTRA1, FP-rhodamine activity-based probe, fluorescence polarization. inhibition, % at 5.96 µM. 0.5% of 340,000 active; in the data active = inhibition above about 36%;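 also: 0% = enzyme with DMSO and 100% = wells lacking enzyme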
PG9 binder = binds the HIV-1 gp120 antibody PG9; inhibition, % at 6.7 µM; TR-FRET gp120-PG9 antibody binding; 0.43% of 360,000 active; in the data active = inhibition above about 8.5%
UHRF1 MBD2 ctr = human UHRF1 methylated DNA binding inhibitors; AID 687016; inhibition, % at 4.4 µM; UHRF1 binding to methylated oligo, TR-FRET; Q96T88; 0.75% of 370,000 active; in the data active = inhibition above about 21%;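 also: UHRF1 SRA domain binding a hemimethylated CpG hairpin DNA probe; 0% = median of test compound wells and 100% = reference inhibitor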
mABHD4 FP = inhibitors of mouse ABHD4. Q8VD66. purified mABHD4, FP-Rh probe fluorescence polarization. inhibition, % at 8.92 µM. 0.54% of 370,000 active. AID 720543;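 active = inhibition exceeding the mean over every tested compound plus 3 SD, cut at about 30% in these data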;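 also: 0% = plate median of compound wells and 100% = S159A mutant with DMSO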
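Assay system: mouse ABHD4 enzyme, wild type / Also added: fluorescent activity-based probe FP-Rh / Doses: single nominal dose of 8.92 µM, 0.89% DMSO final / Timing: 45 min compound pre-incubation plus 60 min probe step, 25 °C / Signal: FP readout, ex 525 nm / em 598 nm / Control set: S159A mutant/DMSO as 100%, compound-well median as 0%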
LEDGF integ inh = blocks HIV-1 LEDGF/p75-dependent DNA integration | TR-FRET IN-LEDGF/p75 DNA integration, Eu/Cy5 | inhibition, % at 3.7 µM | 0.64% of 370,000 active | AID 743269;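 active = inhibition above the screen-wide mean plus 3 SD, cut at about 13% in these data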;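 also: signal is the Cy5 over europium emission ratio at 671 and 618 nm; 0% = plate median of compound wells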
The depositor's hits bear a star; . = no result given; & = joins results of further samples. No enrichment for hits. Share with any hit: about 4.2%.

SMILES	PRMT1 inh	DDE Tn7 FP inh	TCR CD3 inh	SIAE inh	TDP2 absorb	HTRA1 inh	PG9 binder	UHRF1 MBD2 ctr	mABHD4 FP	LEDGF integ inh
NC(=O)c1ccc(Oc2ccc3ccc(=O)oc3c2)c([N+](=O)[O-])c1	-1	-5	10	6	-7	9	-1.1	1	19	3
CN(C[C@H](Cc1ccccc1)N(C[C@H](Cc1ccccc1)N(CCc1cc(C(F)(F)F)cc(C(F)(F)F)c1)N=O)N=O)N=O	1	0	2	-6	-10	-15	-1.2	1	-8	-2
C/C=C\C(=O)Nc1cccc(C2=NOC3(C2)C[C@@H](C(N)=O)N(C(=O)COc2ccc(Cl)cc2)C3)c1 (some centres undefined)	2	-1	1	-4	8	-17	0.4	-1	6	1
COc1ccc(CCNS(=O)(=O)c2ccc3c(c2)OCCO3)cc1	-1	8	-4	-1	7	-4	2.0	0	-1	2
C=C1CCN([C@@H](Cc2ccccc2)C(=O)NC2CCN(Cc3ccccc3)CC2)S(=O)(=O)c2ccccc21	-1	-2	8	0	-4	-1	1.0	-1	0	1
O=C(OCn1nnc2ccccc2c1=O)c1ccc2ccccc2n1	3	8	-5	3	7	5	0.9	1	-9	-7
CCNC(=S)NNC(=O)c1cc(-c2ccc(OC)cc2)nc2ccccc12	-2	2	2	2	4	-4	1.6	-6	4	-1
CCCN(CCC)c1nc(Cl)nc(NCCN2CCOCC2)n1	6	1	-15	-4	-6	-1	-0.5	7	-3	-6
COc1ccccc1C(=O)NC(=O)Cn1nc(C)c([N+](=O)[O-])c1C	-2	2	4	-2	2	2	-0.7	-3	4	-1
Cc1noc(C)c1S(=O)(=O)N1CCCc2nc(-c3ccccc3)ccc21	4	-3	3	1	0	.	0.8	-1	0	1
CC1CCCCC1NC(=O)NC(=O)COC(=O)c1cncc(Br)c1 (centres undefined)	4	6	2	6	-1	-4	-1.0	1	6	-2
N/C(COc1ccc(Cl)cc1Cl)=N\O	1	-3	3	3	1	4	-1.8	-1	5	1
CCN(CC)c1ccc(/C=N/NC(=O)CNC(=O)c2cccnc2)cc1	-3	-5	-5	1	-17	4	-5.2	1	-7	1
CC(C)(C)NC(=O)C(c1cccs1)N(CC1CCCO1)C(=O)c1ccc(-c2ccccc2)[nH]1 (centres undefined)	0	5	-1	-1	-1	-27	0.6	0	-2	0
CCN1CCN(c2ncc(C(=O)N3CCCc4ccccc43)c3ccccc23)CC1	-1	-1	5	6	-8	3	-1.6	-3	3	-3
CC(C)(C)c1ccc(/C=C(\C#N)C(=O)Nc2ccccn2)cc1	-2	1	3	-5	-15	-3	-1.9	0	4	2
CCSc1nnc(NC(=O)CSc2nnc(Cc3cccn3C)n2-c2ccc(C)cc2)s1	2	0	-3	-7	9	-21	1.4	-6	-10	1
Cc1cccc(C(C)C)c1NC(=O)COC(=O)C1CC(=O)N(Cc2ccccc2)C1 (centres undefined)	3	-3	8	0	0	0	1.3	0	4	3
CCCCN1CC(O)=C(c2nc(-c3ccc(Cl)cc3)cs2)C1=N	2	-3	-1	-6	-2	-2	-0.9	0	-3	0
COc1ccc(CS(=O)(=O)c2ncn[nH]2)cc1	-2	-3	2	2	-6	-1	-0.2	3	-6	4
Cc1ccccc1-n1ncc2c1CC(C)(C)CC2NC(=O)C1=CC(=O)CC(C)(C)O1 (centres undefined)	2	1	-9	0	-5	-9	-2.7	1	-1	-5
Cn1c(CN2CCCC2)nc2cc(NC(=O)C3CCCCC3)ccc21	-1	7	2	-4	13	-4	1.2	-5	2	2
Cc1cccc(/C=N/n2c(C)nnc2C)c1	-5	-1	8	3	-2	8	-1.0	-3	-1	-1
NCCCC[C@H]1CNC(=O)C(=O)N1CCc1cc(C(F)(F)F)cc(C(F)(F)F)c1	-1	0	4	0	5	-1	0.6	0	3	-2
CC(C)(C)c1ccc(NC(=O)c2cc(C3CCCN(C(=O)CCc4ccccc4)C3)on2)cc1 (centres undefined)	1	2	2	-4	4	.	-0.9	0	-3	0

The results go on.
SMILES	PRMT1 inh	DDE Tn7 FP inh	TCR CD3 inh	SIAE inh	TDP2 absorb	HTRA1 inh	PG9 binder	UHRF1 MBD2 ctr	mABHD4 FP	LEDGF integ inh
CCOC(=O)C1CCCN(Cc2nc(C3CC3)no2)C1 (centres undefined)	1	0	3	9	-5	5	0.9	4	0	-3
COc1ccccc1N1CCN(C(=S)Nc2ccccc2)CC1	-5&2	0&-4	17&-3	0&1	-2&0	4	-0.3&-1.7	0&4	2&-1	-5&3
Cc1cccc(NC(=O)c2cc3ccccc3oc2=O)c1	-1	0	8	9	3	-4	-3.3	-1	2	-1
Cc1ccc(CN(CC(O)COc2cccc3[nH]cc(C)c23)C(C)(C)C)cc1 (centres undefined)	3	-1	-4	6	-17	8	-0.9	1	14	-5
O=C(CSc1cccc[n+]1[O-])Nc1ccc2c(c1)OCCO2	2	5	-1	-2	0	1	-0.2	2	-2	-7
COc1ccc(NC(=O)CCS(=O)(=O)c2ccc3c(c2)NC(=O)C(C)S3)cc1OC (centres undefined)	1	-1	4	4	6	3	-2.0	12	4	0
Cc1cccc(Oc2ncnc(N)c2[N+](=O)[O-])c1C	0	4	1	3	1	2	-0.9	3	4	-3
CCOC(=O)C1CCCN(C(=O)c2cc(-c3ccc(F)cc3)nc3ccccc23)C1 (centres undefined)	-1	2	10	3	-11	-17	-0.9	-2	-6	-2
CC(=O)c1cccc(OCC(O)CNCCOc2ccc(C)cc2)c1 (centres undefined)	-3	-4	0	2	-3	6	0.5	0	13	4
N#C[C@H]1C2OC2c2ccccc2N1C(=O)c1ccccc1 (some centres undefined)	2	-2	6	3	7	-5	0.1	-1	2	-4
CC(=O)c1c(C)[nH]c(C(=O)N2c3ccccc3CC2C)c1C (centres undefined)	4	-5	-9	-1	-6	1	-0.1	4	-5	5
CCc1ccc(C(=O)CSc2ncn[nH]2)cc1	23*	-10	0	3	-4	-2	0.7	2	4	2
Cc1ccc2c(c1)C(=C(C#N)C#N)CCN2	-1	-6	-6	-6	-7	-3	-2.2	-6	-2	2
COC(=O)C1=C(C)N(Cc2ccccc2)C(=NCC2CC2)N[C@H]1c1ccccc1	2	3	-8	3	2	-10	1.8	-2	6	0
Cc1cc(C(=O)COC(=O)c2ccc3c(c2)OCO3)c(C)n1CC1CCCO1 (centres undefined)	-3	6	-1	9	11	1	-1.4	-1	1	0
O=C(COc1ccc(Br)cc1)Nc1ccc(C(=O)Nc2ccccc2C(=O)O)cc1	-3	-1	4	-1	-5	-4	-2.9	1	-13	-3
c1ccc(Cn2nnnc2CN2CCN(c3ncccn3)CC2)cc1	-1	6	2	1	-4	0	0.3	3	-3	-1
C=CCN1C(=O)c2ccc(C(=O)OCC(=O)N(CC)C3CCS(=O)(=O)C3)cc2C1=O (centres undefined)	2	2	-3	3	-7	4	0.2	-1	4	-3
Cc1ccccc1OCC(=O)Nc1nnc(C2CC2)s1	-1	2	0	-1	-10	-2	-1.9	-1	-7	3
COc1ccc(CNC(=O)CCc2nnc3ccc(N4CCC5(CC4)OCCO5)nn23)cc1	4	-1	-3	1	-7	2	-1.0	1	1	-6
COc1ccc(C(=O)Nc2ccccc2C(N)=O)cc1	-2	-3	4	-1	11	10	-2.0	-1	-3	-1
C=C(C)CN1CCN(c2ccc(N3C(=O)CCCC3=O)cc2[N+](=O)[O-])CC1	-5	1	-2	0	0	16	-0.7	-4	4	-2
O=C(CCN1CCOCC1)NNC(=O)Nc1cccc(C(F)(F)F)c1	-2	3	3	-1	-4	-2	-1.0	0	5	-2
CCOCCOc1nc2c(c(=O)n(C)c(=O)n2C)n1CCc1ccccc1	-1	0	1	3	12	-3	-0.1	-3	5	2
O=C(Nc1ccc(N2CCOCC2)cc1)C1CC(=O)N(c2ccc(Cl)cc2)C1 (centres undefined)	-1	3	-2	1	3	8	1.7	0	0	-1
COCCn1c(SCc2cc(C(C)=O)ccc2OC)nc2cc(Cl)ccc2c1=O	0	5	2	0	-5	-2	-0.7	3	2	0
COC(=O)c1c(C(=O)OC)c(-c2ccc(C)cc2)n2c1CS(=O)C2 (centres undefined)	-2	1	-9	-3	1	5	0.4	1	2	2

Some of these compounds in order of length of the SMILES, high to low.
SMILES	PRMT1 inh	DDE Tn7 FP inh	TCR CD3 inh	SIAE inh	TDP2 absorb	HTRA1 inh	PG9 binder	UHRF1 MBD2 ctr	mABHD4 FP	LEDGF integ inh
C=CCN1C(=O)c2ccc(C(=O)OCC(=O)N(CC)C3CCS(=O)(=O)C3)cc2C1=O (centres undefined)	2	2	-3	3	-7	4	0.2	-1	4	-3
CCOCCOc1nc2c(c(=O)n(C)c(=O)n2C)n1CCc1ccccc1	-1	0	1	3	12	-3	-0.1	-3	5	2
CC(=O)c1cccc(OCC(O)CNCCOc2ccc(C)cc2)c1 (centres undefined)	-3	-4	0	2	-3	6	0.5	0	13	4

Structures shown so far with an aryl methoxy group:
SMILES	PRMT1 inh	DDE Tn7 FP inh	TCR CD3 inh	SIAE inh	TDP2 absorb	HTRA1 inh	PG9 binder	UHRF1 MBD2 ctr	mABHD4 FP	LEDGF integ inh
COc1ccc(CCNS(=O)(=O)c2ccc3c(c2)OCCO3)cc1	-1	8	-4	-1	7	-4	2.0	0	-1	2
CCNC(=S)NNC(=O)c1cc(-c2ccc(OC)cc2)nc2ccccc12	-2	2	2	2	4	-4	1.6	-6	4	-1
COc1ccccc1C(=O)NC(=O)Cn1nc(C)c([N+](=O)[O-])c1C	-2	2	4	-2	2	2	-0.7	-3	4	-1
COc1ccc(CS(=O)(=O)c2ncn[nH]2)cc1	-2	-3	2	2	-6	-1	-0.2	3	-6	4
COc1ccccc1N1CCN(C(=S)Nc2ccccc2)CC1	-5&2	0&-4	17&-3	0&1	-2&0	4	-0.3&-1.7	0&4	2&-1	-5&3
COc1ccc(NC(=O)CCS(=O)(=O)c2ccc3c(c2)NC(=O)C(C)S3)cc1OC (centres undefined)	1	-1	4	4	6	3	-2.0	12	4	0
COc1ccc(CNC(=O)CCc2nnc3ccc(N4CCC5(CC4)OCCO5)nn23)cc1	4	-1	-3	1	-7	2	-1.0	1	1	-6
COc1ccc(C(=O)Nc2ccccc2C(N)=O)cc1	-2	-3	4	-1	11	10	-2.0	-1	-3	-1
COCCn1c(SCc2cc(C(C)=O)ccc2OC)nc2cc(Cl)ccc2c1=O	0	5	2	0	-5	-2	-0.7	3	2	0
